# High-throughput results: PubChem, National Center for Advancing Translational Sciences (NCATS)
# Pf Dd2 growth: blocks in vitro growth of P. falciparum Dd2 | AID 1347417 | hit rate 4.3% among 120,000 | Potency, µM (doses to about 28.9 µM), for inactives: top-dose activity, negative = inhibition, most hits filed as inhibitors | P. falciparum Dd2 growth, SYBR Green, 72 h; active means well fitted inhibition curve with a large enough effect; inconclusive means small, poorly fitted or top-dose-only effect; inactive means no such curve, though single readings can be large or run the other way;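 further: plate controls were DMSO vehicle for no effect and reference drug for full effect; nearly all actives have a fitted effect of over 65% in size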
#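 Readout: SYBR Green fluorescence, 485 nm excitation, 535 nm emission, after ~16 h lysis at 37C. Before that, Dd2-infected red cells (2.5% hematocrit) grew 72 h with compound, 29 uM top final concentration.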
# Starred values were filed as active, the others as inactive; i = inactive; ? = inconclusive; [ ] = remark or other dose. Potency means the concentration at half of the fitted maximal effect. These rows are one share of the data. The share of hits here may be higher or lower than overall.
Structure,Pf Dd2 growth
CCNC(=O)N1CCCC1c1noc(CCC(=O)NCCc2nc3ccccc3[nH]2)n1 (stereo unspecified),i
Brc1ccc(-c2ccnc3nc(-c4ccco4)nn23)s1,?
CCN(CC)C(=O)c1ccc(NC(=O)CCn2nc(-c3ccc(Cl)cc3)c3ccccc3c2=O)cc1,i
CCc1ccccc1NC(=O)C1CCN(c2nn3c(=O)cc(C)nc3s2)CC1,-4%
CC1CCCN(CCCNC(=O)c2cn(C)c3ccc(S(=O)(=O)N(C)C4CCCCC4)cc3c2=O)C1 (stereo unspecified),0%
CCOC(=O)c1cccc(NC(=O)c2cc3cc4cc(OC)ccc4nc3s2)c1,-14%
O=C(Cn1ncc2c3ccccc3n(Cc3ccc(Cl)cc3)c2c1=O)N1CCCCCC1,?
C[S+](=O)([O-])N1CCC(c2nnc3n2C(C(=O)N2CCN(c4ncccn4)CC2)CC3)CC1 (stereo unspecified),i
Cc1ccc2cc3c(N)nn(C(=O)c4cccc(F)c4)c3nc2c1,-18%
Cc1ccc(/C=C/c2onc(C)c2S(=O)(=O)N2CCC(C(=O)N(CCC(C)C)Cc3ccco3)CC2)cc1,?
COc1cccc(C(=O)N2CCCC(c3nn(-c4ccccc4)c(=O)[nH]3)C2)c1 (stereo unspecified),-4%
CCC1CCCCN1S(=O)(=O)c1cc(C(=O)Nc2ccc(C)c(F)c2)ccc1F (stereo unspecified),?
COc1ccc(NC(=O)Nc2nnc(N3CCCC3)s2)cc1,-16%
COc1ccccc1N1CCN([C@@H]2[C@H](O)[C@H](CO)O[C@@H]2CNS(=O)(=O)c2ccc(Cl)cc2)CC1,?
CC(=O)c1ccc(NC(=O)c2cc3c(n2C)CCN(Cc2ccccc2)C3)cc1,i
O=C1NC2(CCN(CC3CCCCC3)C2)OCc2ccccc21 (stereo unspecified),-12%[44.1 µM]
CC(C)n1cnnc1CN(C)Cc1cn(-c2ccccc2)nn1,-14%
Cn1cc(C(=O)N2CCCC(C)(Cc3ccc4c(c3)OCO4)C2)c(=O)[nH]c1=O (stereo unspecified),i
COCc1cc(C)n(CC(=O)Nc2cccc(C(C)=O)c2)c(=O)c1C#N,28%
CCc1n[nH]c(CC2CCN(C(=O)C3CC3)CC2)n1,4%

# The list goes on, overlapping the part above by two compounds.
Structure,Pf Dd2 growth
COCc1cc(C)n(CC(=O)Nc2cccc(C(C)=O)c2)c(=O)c1C#N,28%
CCc1n[nH]c(CC2CCN(C(=O)C3CC3)CC2)n1,4%
O=[S+]1([O-])NCC2(CCN(Cc3cccc(C(F)(F)F)c3)C2)Oc2ccncc21 (stereo unspecified),0%
CN1CCN(c2ccc(C(=O)N[C@H](c3ccccn3)C3CC(O)C3)cc2)CC1 (stereo partly specified),-4%
COc1ccc(CCNc2oc(/C=C/c3ccc(OC)c(OC)c3)nc2C#N)cc1,-19%
Cc1ccccc1Cn1nnc2c(=O)[nH]c(C3CCN(C(=O)c4ccccc4Cl)CC3)nc21,?
CC(=O)c1ccc(N2CCN(S(=O)(=O)c3cc4[nH]c(=O)c(=O)[nH]c4cc3C)CC2)cc1,?
CCn1ccc(C(=O)N2[C@H]3CC[C@@H]2c2cnc(-c4ccc(F)cc4)nc2C3)n1,?
C=CCN(C)C(=O)[C@@H]1Cc2c[nH]c3cccc(c23)[C@H](CC(C)C)N1,?
CCn1cc(C(=O)NCCc2ccccc2)c(=O)c2cc(S(=O)(=O)N(C)C3CCCCC3)ccc21,-7%
Cn1ncc(N2CCCC(C(=O)O)C2)cc1=O (stereo unspecified),28%
Cn1nc(C(=O)N2C[C@@H](Oc3cccnc3)C[C@H]2C(N)=O)c2ccccc21,6%
CN1CC2(CCN(CC3CC3)CC2)CC1C(=O)N1CCOCC1 (stereo unspecified),26%
CCN1CCN(C(=O)c2cc3cn(C4CC4)cc3s2)CC1,i
CC(C)CCN1CCC2(CC1)CC(=O)N(c1ccccc1)c1ccccc1O2,?
Cc1ccc(C(=O)Nc2ccc(C(=O)O)cc2)cc1S(=O)(=O)Nc1ccccc1,-2%
CC(C)c1ccc(NC(=O)N2CC[C@@H](CC(=O)O)[C@@H](CC3=NCCc4ccccc43)C2)cc1,i
CC(C)OC(C)C(=O)N1CCc2onc(-c3ccc(C(F)(F)F)cc3)c2C1 (stereo unspecified),?
C=CCN1CC2(CCC1=O)CCN(C(=O)C1CCc3ccccc31)CC2 (stereo unspecified),-13%
CCN1CCCCC12Cc1ccccc1CN(S(C)(=O)=O)C2 (stereo unspecified),-30%
O=C(c1nnc(COc2ccc(OC(F)(F)F)cc2)n1-c1ccccc1)N1CCC[C@@H]1C(c1ccccc1)c1ccccc1,?
CCOc1ccc(NC(=O)c2cc(S(=O)(=O)N3CCC(C)CC3)cn2C)cc1,0%

Structure,Pf Dd2 growth
CCOc1ccc(C2CC(=O)n3nc(-c4ccc(C)cc4)nc3S2)cc1 (stereo unspecified),3%
Cc1cccc(C(=O)N2CCC(C(NC(=O)c3ccccc3Cl)C(=O)NCC(C)C)CC2)c1 (stereo unspecified),i
CCOc1cc(C2C(C(N)=O)=C(C)Nc3ncnn32)cc(Br)c1O (stereo unspecified),32%[activator]
COCC(=O)NC1CCC12CCN(C(=O)C(C)C)CC2 (stereo unspecified),0%
Cc1ccc(Cl)cc1NC(=O)CN1C(=O)c2ccccc2Sc2ncccc21,i
Cc1cc(C)cc(N2CCn3c2nc2c3c(=O)n(C/C=C/c3ccccc3)c(=O)n2C)c1,19%
COc1ccc(NC(=O)c2c(NC(=O)c3ccc(Br)cc3)sc3c2CCCC3)cc1,-9%
COc1cc2c(cc1CN1CCC3(CCCNC3)C1)OCCCO2 (stereo unspecified),-5%
COc1ccc(-c2noc([C@@H]3CCCN3C(=O)c3cc(F)ccc3F)n2)cc1OC,?
CCOC(=O)c1nnn(C(CC)C(=O)Nc2ccc(F)cc2)c1C(=O)OCC (stereo unspecified),-5%
COc1cccc(NC(=O)N[C@H]2CCN(C(=O)C=C(C)C)[C@@H]2C(=O)N[C@@H](Cc2cccs2)C(N)=O)c1,-1%
Cc1cnn(-c2cc(N3CCC(n4cc(C5CCCC5)nn4)CC3)ncn2)c1,-26%
CCN1c2cc(C(=O)Nc3ccc(C)cc3Cl)ccc2C(=O)N2CCCCCC21 (stereo unspecified),?
CCOc1ccc(-c2nonc2NC(=O)c2oc3ccc(C)cc3c2C)cc1OCC,-4%
COc1ccc(CNC(=O)C[C@@H]2CCNC[C@@H]2Cc2cc(C(C)(C)C)on2)cc1,?
Cc1ccccc1COC1CN(C(=O)C2CC(=O)N(C(C)(C)C)C2)C1 (stereo unspecified),-2%
C[C@H](O)c1onc(-c2ccc(F)cc2)c1C(=O)N1CCC1,-2%[44.1 µM]
CC1CCCCN1Cc1c(O)ccc2c(=O)c(-c3ccccc3)coc12 (stereo unspecified),10µM*
COCCN1CCCC2(CCN(C(=O)CCn3ccc(C)n3)C2)C1=O (stereo unspecified),-1%
Cc1cc(Nc2cccc(Cl)c2)nc2ccc(NC(=O)c3ccc(F)cc3Cl)cc12,-8%

# 2 compounds drawn at random from those above:
Structure,Pf Dd2 growth
CC(C)CCN1CCC2(CC1)CC(=O)N(c1ccccc1)c1ccccc1O2,?
C[S+](=O)([O-])N1CCC(c2nnc3n2C(C(=O)N2CCN(c4ncccn4)CC2)CC3)CC1 (stereo unspecified),i

# Carrying on.
Structure,Pf Dd2 growth
Cc1ccc(CNC(=O)[C@H]2CCC[C@@H](O)C2)c2cccnc12,-21%
CCNC(=O)N1CCCC(c2nc(-c3cccnc3)no2)CCNC(=O)CC1 (stereo unspecified),i
COCCNC(=O)c1ccc2c(c1)N(C)C(CC(=O)NCC(C)(C)C)CO2 (stereo unspecified),-9%
CC[C@H]1CN(C(=O)Nc2cccc(C(F)(F)F)c2)CC[C@H]1CC(=O)NCc1ccccc1,-6%
Cc1cc(C)c(NC(=O)C(C)n2nnc3sc4c(c3c2=O)CCCC4)c(C)c1 (stereo unspecified),i
CC(C)CCN1CCC2(C1)C(=NC1CCCCC1)NC(=O)N2c1cccnc1 (stereo unspecified),77%[activator]
CC1CCN(S(=O)(=O)c2ccc3nc(Nc4cccc(F)c4)ccc3c2)CC1,-12%
Cn1nc(C(=O)N2CCN(c3cc(-c4ccccc4)[nH]n3)CC2)c2ccccc21,i
COCc1nc2nc(-c3ccccc3)c(-c3ccc(O)c(F)c3)cc2n1C,-1%[44.1 µM]
CC(=O)N1CCC(C2CCN(Cc3ccccc3F)C2)CC1 (stereo unspecified),?
Cc1nn2c(c1-c1cccnc1N1CCOCC1)N(CCc1ccccc1)CCC2,?
COc1ccc(-c2ccc3nnc(CNC(=O)c4cccc(C#N)c4)n3n2)cc1,i
CCN1c2cc(C(=O)Nc3cccc(Cl)c3C)ccc2C(=O)N2CCCCCC21 (stereo unspecified),i
COC[C@@H]1CN(Cc2cccc(OC)c2OC)C[C@H]1C(=O)N(C)C,-1%
Cc1ccc(NC(=O)N2CCCCC2c2noc(COc3ccc(F)cc3)n2)cc1F (stereo unspecified),?
CC[C@H]1CN2CC[C@H]1C[C@@H]2CNS(=O)(=O)c1cccs1,-5%[44.1 µM]
CCc1ccc(NC(=O)CN2C(=O)C(c3ccc(F)cc3)=NC2(C)C)cc1,28%
CN(C(=O)c1cccc2ccccc12)C1CCCN(C2Cc3ccccc3C2)C1 (stereo unspecified),?
O=C(C[C@H]1NC(=O)c2ccccc2NC1=O)NCCc1ccco1,-16%
COc1ccc(-c2nsc(NC(=O)c3cccc(OC)c3)n2)cc1,48%[activator]

Structure,Pf Dd2 growth
CCOc1ccc(OCC)c(NS(=O)(=O)c2cc(-c3cnc(C)o3)ccc2OC)c1,-2%
Cc1ccc(NC(=O)N2CCN(Cc3nc4ccc(C)cc4o3)CC2)c(Cl)c1,0%
CCOc1ccc(/C=C/C(=O)Nc2ccc3nc(N(CC)CC)cc(C)c3c2)cc1OC,1µM*
Cc1cc(OCC(=O)NC(Cc2c[nH]c3ccccc23)C(=O)O)ccc1Cl (stereo unspecified),44%[activator]
COc1cc(NC(=O)Cn2c(-c3ccc(F)cc3)nc(C)c(CCO)c2=O)cc(OC)c1OC,?
Cc1cc(C(=O)N2CCC(=O)N(Cc3ccc(F)cc3)C(C(C)C)C2)n[nH]1 (stereo unspecified),-26%
COc1ccccc1CCNC(=O)C1CC(c2ccccc2)CN(C(=O)C2CC2)C1 (stereo unspecified),?
CCN(CC)CCNC(=O)c1nn(-c2ccc(OC)c(Cl)c2)c(=O)c2c1c1ccccc1n2C,13%
CC(=O)N1Cc2ccccc2OC2(CCN(C(=O)c3cccc4[nH]ccc34)CC2)C1,-14%
COc1cc(C(=O)Nc2ccc(NC(=O)c3ccc(C(C)(C)C)cc3)cc2)cc(OC)c1OC,i
COc1ccc(N(CC(=O)Nc2cc(OC)cc(OC)c2)S(=O)(=O)c2c(C)noc2C)cc1,?
N[C@H]1CCN2C(=O)c3cc(-c4ccc(Cl)cc4)ccc3NC(=O)[C@@H]2C1,i
COC(=O)[C@@H]1Cc2ncn(Cc3ccc(Cl)cc3)c2CN1S(=O)(=O)c1cccc(C(F)(F)F)c1,?
CN(C)CCOCC1(C)COc2ccc(C(=O)NCc3ccc(F)cc3)cc2N1 (stereo unspecified),i
Cc1ccsc1CN1C[C@@H]2C(C(=O)N3CCOCC3)=NO[C@@H]2C1,5%[44.1 µM]
Cc1cc(C(=O)N2CCC3(CCCNC3=O)C2)ccc1N1CCOCC1 (stereo unspecified),-7%
Cc1nnc(SCc2nc(-c3ccc(Cl)cc3)no2)n1-c1ccc(F)cc1,i
CCc1ccc(NC(=O)CCCc2nnc3n(CC(C)C)c(=O)c4sccc4n23)cc1,?
CC(C)c1nncn1C1CCN(S(=O)(=O)c2ccc(Br)s2)CC1,?
O=C(NCC1CCOCC1)Nc1ccccc1C(F)(F)F,39%[activator]

Structure,Pf Dd2 growth
O=C1NCc2ccccc2CC12CCCN2CC1CC=CCC1 (stereo unspecified),?
CCN1C(=O)CCC2(C(=O)N3CCOCC3)CCCC=C12 (stereo unspecified),-5%
O=C(c1ccncc1)N1CC2CCC(C1)N2Cc1cccc(-c2ccc(F)cc2F)c1,-9%
COc1ccc(C2CC(=O)N(CC(=O)Nc3ccc(C)c(Cl)c3)c3ccccc3S2)cc1OC (stereo unspecified),?
CN1C(=O)CCCCC1C(=O)NCCN1CCCCC1 (stereo unspecified),-19%
CC(=O)c1cccc(NC(=O)CSc2nnc3ccc(-c4ccc(C)cc4)nn23)c1,i
COc1ccc(C)cc1NC(=O)CSc1nc(=O)[nH]c2c1CCCC2,i

# In the list so far, these contain a CF3 group.
Structure,Pf Dd2 growth
O=[S+]1([O-])NCC2(CCN(Cc3cccc(C(F)(F)F)c3)C2)Oc2ccncc21 (stereo unspecified),0%
CC(C)OC(C)C(=O)N1CCc2onc(-c3ccc(C(F)(F)F)cc3)c2C1 (stereo unspecified),?
O=C(c1nnc(COc2ccc(OC(F)(F)F)cc2)n1-c1ccccc1)N1CCC[C@@H]1C(c1ccccc1)c1ccccc1,?
CC[C@H]1CN(C(=O)Nc2cccc(C(F)(F)F)c2)CC[C@H]1CC(=O)NCc1ccccc1,-6%
COC(=O)[C@@H]1Cc2ncn(Cc3ccc(Cl)cc3)c2CN1S(=O)(=O)c1cccc(C(F)(F)F)c1,?
O=C(NCC1CCOCC1)Nc1ccccc1C(F)(F)F,39%[activator]
